Rab9 promoter act = activates the Rab9 promoter | Huh7 Rab9 promoter-luciferase reporter, luminescence, 24 h | Potency, µM (highest dose often 9.22 µM), for the others: at the highest dose activation, negative = inhibition, hits mostly activators | actives 2.8% (n = 320,000) | AID 485297; note: potency is the fitted concentration of half-maximal effect; % of control where 0% means no effect; nearly all actives have a fitted effect of over 60% in size
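Luciferase signal after 10 min detection reagent at ambient indicates Rab9 promoter upregulation; stably transfected Huh7 cells were treated 24 h with compound in DMSO at 37 °C, 5% CO2.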
ELG1 repair inh = blocks ELG1-dependent DNA repair in HEK293T cells | HEK293T ELG1-luciferase reporter, luminescence, 16 h; DNA damage induced by 5-fluorouridine | Potency, µM (top dose mostly 46.1 µM), for inactives: at the highest dose activity change, negative = inhibition, actives largely listed as inhibitors | actives 2.3% (n = 330,000) | AID 504467; note: potency is the fitted concentration of half-maximal effect; % is set by controls: 0 for no effect and ±100 for the full control effect; nearly all actives have a fitted effect of over 55% in size
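DMSO vehicle served as the neutral condition. Each well held 2,000 cells given 5-fluorouridine plus compound; after 16 hr at 37 °C/5% CO2, ONE-Glo was added and luciferase measured 30 min later.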
MBNL1 CUG block = inhibitors of human MBNL1 binding to CUG repeat RNA. TR-FRET MBNL1-His/biotin-(CUG)12 binding, 665/545 ratio. AID 2675. Potency, µM (highest dose often 57.5 µM), for inactives: top-dose activity change, negative = inhibition, actives largely listed as inhibitors. Q9NR56. actives 0.036% (n = 280,000); active = well fitted inhibition curve with a large enough effect in the signal ratio, with a control signal flat, not every such curve was filed as active; inconclusive = small, poorly fitted or top-dose-only effect, or effect the other way, or a change in a side signal; inactive = no such curve, though single readings can be large or run the other way; the % refers to the signal ratio; note: potency is the fitted concentration of half-maximal effect; % is set by controls: 0 for no effect and ±100 for the full control effect
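TR-FRET between His-tagged MBNL1 and biotin-(CUG)12 RNA, detected with Tb anti-His antibody (0.055 ng/ul) and streptavidin-XL665 (5 nM), 60 min at room temperature. Compounds titrated 92 nM to 58 uM; 665/545 nm ratio normalized to buffer and complex controls.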
FLuc counter = firefly luciferase modulation, counter-screen for miR-21 project. P08659. purified FLuc, Km substrates, luminescence inhibition. Potency, µM (doses to about 57.5 µM), inactives show at the highest dose activity change, negative = inhibition, hits mostly inhibitors. actives 6.9% (n = 360,000). AID 588342;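 note: potency is the fitted concentration of half-maximal effect; plate controls were vehicle for no effect and reference inhibitor for full effect; nearly all actives have a fitted effect of over 55% in size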
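Biochemical qHTS of compounds, final roughly 60 µM downward over six points, against 10 nM purified firefly luciferase using Km concentrations of substrates (10 uM D-luciferin, 10 uM ATP) in Tris acetate pH 7.5 buffer; luminescence output.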
Menin-MLL TR inh = inhibitors of human menin-MLL interaction, mutant MLL peptide; O00255; Potency, µM (doses to about 61.6 µM), without a hit: top-dose FP activity change, negative = inhibition, hits mostly inhibitors; actives 0.23% (n = 270,000); Menin + Texas Red MLL mutant peptide, fluorescence polarization; active = well fitted inhibition curve with a large enough effect in the polarisation, with a control signal flat, not every such curve was filed as active; inconclusive = small, poorly fitted or top-dose-only effect, or effect the other way, or a change in a side signal; inactive = no such curve, though single readings can be large or run the other way; the % refers to the polarisation; note: potency is the fitted concentration of half-maximal effect; % of control where 0% means no effect; many of its hits are not listed in these tables
KCNH2 3.1 block = blocks the human KCNH2 3.1 channel isoform. AID 720553. activity change, % (tested at about 1.8 µM). actives 0.95% (n = 340,000). U2OS KCNH2 3.1, thallium flux FluxOr; active compounds read low;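 active = maximum activity change below -70%; inconclusive = maximum activity change from -70% to -50%; inactive = maximum activity change above -50%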;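 note: thallium influx rate constant from kinetic fluorescence after stimulation buffer; % is set by controls: 0 for no effect and ±100 for the full control effect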
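Thallium flux via FluxOr fluorescence (Red40 quencher, 45 min loading) in U2OS cells virally expressing the KCNH2 3.1 isoform (1.77 x 10^8 /mL virus, overnight at 37 C). Rate constants from 2-min kinetic reads post-stimulation, normalised to positive and negative controls.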
NPC1 prom act = activators of NPC1 promoter; Huh7 NPC1 promoter luciferase reporter, 24 h; Potency, µM (doses to about 9.22 µM), for inactives: at the top dose activation, usual class: activators; actives 2.4% (n = 320,000); AID 485313;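 note: potency is the fitted concentration of half-maximal effect; % of control where 0% means no effect; nearly all actives have a fitted effect of over 60% in size; reporter is driven by a mutant NPC1 promoter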
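Luminescence read-out of NPC1 promoter-driven luciferase in stably transfected Huh7 cells; compounds delivered in DMSO and left 24 h at 37C, 5% CO2, qHTS titration format.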
Mito fusion act = inhibitors of mitochondrial division or activators of mitochondrial fusion; S. cerevisiae fusion-defective mutant growth rescue, CellTiterGlo 48 h; Potency, µM (top dose mostly 46.1 µM), for the others: top-dose growth rescue (activation), most hits filed as activators; actives 0.23% (n = 320,000);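 note: potency is the fitted concentration of half-maximal effect; % of control where 0% means no effect; nearly all actives have a fitted effect of over 45% in size; temperature-sensitive fusion mutants such as fzo1-1 at 37 °C on non-fermentable ethanol glycerol medium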
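Read-out: ATP-based luminescence (CellTiterGlo, 10 min ambient) reporting growth of fusion-defective ts yeast after 48 hours at 37C on glycerol/ethanol YPEG medium in the presence of compound.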
PKM2 act = PKM2 (human) enzyme activation | P14618 | purified PKM2, Kinase-Glo ATP luminescence, activation; response scale: 0% is enzyme alone, no compound | Potency, µM (series often up to 57.5 µM), for inactives: at the top dose activation, actives largely listed as activators | actives 0.34% (n = 260,000); note: potency is the fitted concentration of half-maximal effect; % is set by controls: 0 for no effect and ±100 for the full control effect; nearly all actives have a fitted effect of over 55% in size
Target sequence (P14618 whole entry, looked up): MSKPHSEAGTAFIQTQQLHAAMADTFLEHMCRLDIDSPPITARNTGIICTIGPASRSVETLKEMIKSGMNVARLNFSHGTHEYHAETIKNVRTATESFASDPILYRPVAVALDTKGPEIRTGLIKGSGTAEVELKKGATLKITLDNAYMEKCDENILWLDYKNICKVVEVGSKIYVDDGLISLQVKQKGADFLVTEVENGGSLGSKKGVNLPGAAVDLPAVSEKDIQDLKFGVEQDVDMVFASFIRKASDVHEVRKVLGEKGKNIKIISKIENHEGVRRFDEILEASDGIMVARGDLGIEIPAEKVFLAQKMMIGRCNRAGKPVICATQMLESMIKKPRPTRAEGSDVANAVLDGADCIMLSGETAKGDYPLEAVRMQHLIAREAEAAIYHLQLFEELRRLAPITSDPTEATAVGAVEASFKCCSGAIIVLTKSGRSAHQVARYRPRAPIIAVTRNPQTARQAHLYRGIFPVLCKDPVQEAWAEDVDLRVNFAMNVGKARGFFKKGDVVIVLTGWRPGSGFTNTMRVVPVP
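Kinase-Glo luminescence reports ATP generated from ADP (0.1 mM) and PEP (0.5 mM) by purified hPK-M2 after 1 h at room temperature, pH 7.2 imidazole buffer; intermediate enzyme activity allows detecting inhibitors and activators.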
Gal4-VP16 FLuc = Gal4-VP16 reporter inhibition counter-screen; Potency, µM (doses to about 53.6 µM), for inactives: at the highest dose activity, negative = inhibition, most hits filed as inhibitors; AID 2546; actives 3.5% (n = 310,000); Drosophila S2 Gal4-VP16 UAS-luciferase, luminescence, 20 h;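 note: Gal4-VP16 expression switched on by copper sulfate through the metallothionein promoter; potency is the fitted concentration of half-maximal effect; % is set by controls: 0 for no effect and ±100 for the full control effect; nearly all actives have a fitted effect of over 50% in size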
RORg inh = blocks mouse ROR gamma transcriptional activity. Drosophila S2 Gal4-RORgamma UAS-luciferase reporter, 20 h. P51450. Potency, µM (titrated, usually from 53.6 µM), for the others: at the highest dose activity change, negative = inhibition, most hits filed as inhibitors. actives 5.4% (n = 310,000); note: potency is the fitted concentration of half-maximal effect; % is set by controls: 0 for no effect and ±100 for the full control effect; nearly all actives have a fitted effect of over 60% in size
Target sequence (P51450 whole entry, looked up, the tested form may be a part): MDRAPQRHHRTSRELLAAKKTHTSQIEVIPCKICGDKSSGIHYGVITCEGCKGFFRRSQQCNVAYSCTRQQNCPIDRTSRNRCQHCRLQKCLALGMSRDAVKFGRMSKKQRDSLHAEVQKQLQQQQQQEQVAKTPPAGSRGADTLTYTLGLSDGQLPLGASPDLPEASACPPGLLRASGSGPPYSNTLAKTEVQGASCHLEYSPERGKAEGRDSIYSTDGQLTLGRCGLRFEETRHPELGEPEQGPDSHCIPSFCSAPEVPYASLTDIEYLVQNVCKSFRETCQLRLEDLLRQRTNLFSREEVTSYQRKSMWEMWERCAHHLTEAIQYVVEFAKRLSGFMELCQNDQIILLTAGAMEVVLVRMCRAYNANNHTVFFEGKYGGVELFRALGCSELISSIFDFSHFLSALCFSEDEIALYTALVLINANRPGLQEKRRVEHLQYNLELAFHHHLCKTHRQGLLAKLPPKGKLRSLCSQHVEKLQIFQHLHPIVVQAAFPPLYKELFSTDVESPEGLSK
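Stable Schneider cell line, Gal4 DNA-binding domain fused to ROR gamma, UAS-luciferase. Cmpd 1 hr RT → CuSO4 700 uM final → 20 hr RT → luciferase reagent 10 min → luminescence.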
* hit, by the source's call; ? = inconclusive; / = not tested or not shown; [ ] = another dose, or the depositor's remark. Unless noted, calls come from the whole dose curve; as a rule, active = well fitted curve in the direction sought with a large enough effect; inconclusive = small, poorly fitted or top-dose-only effect, or another doubt; inactive = no such curve, though single readings can be large; an effect the other way counts as inactive or inconclusive. Some of the compounds tested, so the mix of outcomes need not match the whole.

SMILES	Rab9 promoter act	ELG1 repair inh	MBNL1 CUG block	FLuc counter	Menin-MLL TR inh	KCNH2 3.1 block	NPC1 prom act	Mito fusion act	PKM2 act	Gal4-VP16 FLuc	RORg inh
O=C(CCNC(=O)Cn1ccc2ccccc2c1=O)NCCCN1CCN(c2ccc(F)cc2)CC1	2.7%	-2.6%	-8.4%	1.6%	?	-4.7	-1.2%	-2.8%	0.8%	-1.5%	?
CCC(c1nnnn1Cc1ccc(OC)cc1)N(CCCO)Cc1cc2cc3c(cc2[nH]c1=O)OCO3 (stereo unspecified)	-2.5%	?	?	6.6%	/	2.9	-1.5%	-3.1%	2.4%	6.4%	4.3%
CC(C)OC(=O)COc1ccc(-c2ccccc2)cc1	2.5%	11.2%	-3.8%	12µM*	-0.6%	10.4	-0.2%	-4.4%	3.6%	-16.1%	-21.6%
O=C(CCn1c(=O)oc2ccccc21)Nc1nc2ccccc2s1	-0.1%	0.1%	2.8%	3.8%	8.0%	1.7	9.4%	11.6%	-4.8%	-9.2%	0.6%
O=C(NCC1CCCO1)c1cc(S(=O)(=O)N2CCCC2)c(Cl)cc1Cl (stereo unspecified)	-5.0%	-3.9%	-13.2%	-2.0%	-7.3%	2.5	-1.4%	-0.6%	1.1%	10.5%	-2.9%
CC1(C)C2CC[C@]1(C)C(=O)N(CCCCN1CCN(c3ccccn3)CC1)C2=O	-0.2%	-28.4%	-10.3%	0.4%	-28.6%	0.9	-4.6%	-7.5%	/	-4.0%	6.3%
O=C(CNC(=O)c1sc2ccccc2c1Cl)NC1CC1	?	?	15.7%	?	/	-1.0	?	2.7%	1.7%	26.2%	4.7%
COc1ccc(/C=C/C(=O)OCc2cccc([N+](=O)[O-])c2)cc1	-3.4%	18.5%	12.8%	-3.1%	1.3%	-3.4	-4.3%	9.0%	-1.4%	-4.6%	1.2%
COCC1CCN(C(=O)c2ccc3oc(Cc4ccccc4)nc3c2)C1 (stereo unspecified)	?	?	?	-18.0%	/	11.2	-1.3%	-2.4%	2.1%	2.6%	8.8%
CC(C)n1nnc(-c2ccc(OCc3ccccc3F)cc2)n1	1.58µM*	?	3.3%	6.01µM*	-6.8%	4.5	2.82µM*	-0.1%	-17.1%	2.1%	20.0%
O=C(CSc1nnc(Cc2ccccc2)n1-c1ccc(F)cc1)N1CCOCC1	3.5%	2.5%	-7.8%	4.1%[2.3 µM]	-21.1%	7.0	20.9%	2.6%	0.6%	6.8%	15.9%
CC(=O)N1CCN(C(=O)c2ccco2)CC1	-4.1%	-10.7%	2.4%	0.9%	0.0%	-7.0	4.2%	0.5%	/	0.1%	-3.8%
CC1CCN(CC(=O)Nc2ccc(N3CCCCCC3)cc2)CC1	-13.8%	5.9%	6.2%	1.3%	?	-36.5	-2.1%	-9.4%	0.3%	8.9%	2.6%
COc1ccc(C)cc1NC(=O)CSc1ccc(-c2ccccn2)nn1	4.5%	-11.4%	0.1%	?	/	/	0.1%	-13.8%	-20.5%	2.4%	16.8%
O=C(NCCC1CCCCN1S(=O)(=O)c1ccccc1)C(=O)Nc1ccc(F)cc1 (stereo unspecified)	-0.9%	-2.7%	/	4.7%	/	-29.4	8.1%	0.8%	/	/	/
CCOCCCNC(=O)c1c[nH]c2ccc(C)cc2c1=O	-0.6%	?	-3.1%	0.4%	0.5%	5.3	0.2%	-0.9%	9.6%	14.9%	6.7%
CN(c1ccc(C(=O)NCC2CCCO2)cc1)S(=O)(=O)c1ccccc1 (stereo unspecified)	0.5%	8.3%	-7.0%	0.5%	-21.6%	-5.9	0.9%	-1.9%	1.8%	1.8%	14.1%
CCC(C(=O)OC)n1cnc2scc(-c3ccc(C)c(C)c3)c2c1=O (stereo unspecified)	-6.3%	-5.6%	-7.3%	4.0%	5.3%	-18.1	2.2%	-21.1%	1.8%	?	-5.6%[1.91 µM]
O=C(NCC(=O)N1CCCC1)c1cccs1	?	?	-1.0%	-15.4%	13.2%	4.7	17.2%	-1.4%	-1.8%	15.8%	36.1%
Cc1cccc(CN2CCC(Oc3ccc(C(=O)N4CCCCC4)cc3)CC2)c1	3.8%	-18.5%	-13.6%	0.2%	/	-1.4	8.0%	0.1%	-5.7%	?	17.7%
Cc1ccc(/C=C/C(=O)Nc2ccc(S(N)(=O)=O)cc2)o1	-2.4%	3.9%	?	?	-2.8%	-1.4	-0.9%	-3.8%	25.2%	1.6%	-9.2%
O=C(Cc1c[nH]c2ccccc12)Nc1nnc(C2CC2)s1	-0.9%	-7.4%	-4.1%	0.7%	?	5.5	2.0%	1.6%	5.6%	-9.3%	30.7%
COCCCn1nnnc1SCC(=O)Nc1nc2ccccc2s1	6.8%	-1.7%	-2.9%	-17.8%	/	-3.7	-2.4%	-7.6%	/	-0.7%	0.6%
O=C(CSCc1ccc(F)cc1)Nc1ccccc1C(=O)N1CCOCC1	0.0%	14.8%	?	-0.8%	-5.4%	-12.2	1.3%	-1.9%	0.4%	-6.1%	18.3%
COc1ccc(/C=N/NC(=O)Cn2c(Cc3ccc(OC)c(OC)c3)nc3ccccc32)cc1	-4.3%	-19.0%	9.6%	-13.1%	-0.3%	-10.0	1.3%	-2.1%	-1.6%	?	40.3%
Cc1cc(C)c2oc(=O)cc(CN3CCN(Cc4ccccc4)CC3)c2c1	-2.7%	-16.1%	7.9%	0.2%	?	-47.6	-1.9%	-4.6%	/	1.8%	33.7%
CCOC(=O)c1cc(-c2csc(-c3cccc(Cl)c3)n2)on1	-0.6%	4.1%	/	-9.3%	/	-1.4	8.6%	-8.5%	-20.2%	0.8%	18.7%
CCOc1ccc(NC(=O)CC2C(=O)N(C)C(=S)N2Cc2ccco2)cc1 (stereo unspecified)	-0.9%	1.4%	-3.9%	-0.8%	1.6%	4.0	5.1%	2.1%	?	?	?
CC(C)[C@H](NC(=O)OC(C)(C)C)C(=O)NCC1CCC(C(=O)N[C@@H](Cc2ccccc2)C(=O)O)CC1 (stereo partly specified)	0.8%	-15.1%	-15.4%	1.7%	9.1%	-2.9	-7.4%	3.1%	/	-6.8%	-1.6%
Cc1nc(C)c(-c2csc(Nc3ccccn3)n2)s1	0.501µM*	?	?	2.39µM*	22.1%	-30.9	0.562µM*	-4.9%	-12.5%[11.5 µM]	-5.6%	?
CCC1CCCCN1C(=O)COc1ccc(F)cc1 (stereo unspecified)	-11.3%	3.1%	-7.0%	0.5%	2.4%	6.6	-2.0%	-2.2%	-3.6%	0.9%	-2.2%
COc1cc(-c2[nH]nc3c2C(c2ccoc2)C(C#N)=C(N)O3)cc(OC)c1OC (stereo unspecified)	-2.6%	?	21.3%	0.5%	8.0%	-1.5	-0.7%	-0.9%	-0.8%	-1.0%	30.1%
CCC(=O)N1CCc2cc(S(=O)(=O)N(C)c3ccc(Br)cc3)ccc21	-4.7%	-4.3%	5.3%	0.3%	-18.7%	2.3	-1.6%	-1.6%	/	-0.9%	2.6%
COc1ccc(CCNC(=O)CSc2nc(C)nc3sccc23)cc1OC	-1.3%	-10.0%	0.8%	0.6%	/	5.4	-0.3%	-5.2%	1.1%	11.2%	2.1%
CCOC(=O)c1cc(-c2ccc(C)cc2)n(CCC(=O)NC(C)CC)c1C (stereo unspecified)	-6.6%	?	-5.1%	4.0%	/	-21.5	-3.7%	0.3%	-4.6%	-2.7%	11.9%
CCOC(=O)CNC(=S)NN(C)C	0.5%	-6.1%	/	-0.4%	/	0.2	2.0%	-2.4%	-5.1%	-4.1%	-25.2%
Cc1cc(S(=O)(=O)NCc2ccc(N3CCN(C)CC3)cc2)c(C)s1	-0.3%	?	-7.5%	-0.9%	/	-8.6	-1.7%	-2.3%	-5.8%	1.8%	0.4%
